ARFGAP1 inhibitor = inhibits rat ARF GTPase activating protein 1; Q62848; Arfgap1-stimulated ARF1 GTP hydrolysis, GDP FP detection; inhibition, % at 16.5 µM; AID 651572; 360,000 compounds, 0.26% hits;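 active means inhibition above a per-plate limit, mean inhibition of low control wells plus 3 SD, cut at about 25% in these data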;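 further: 0% = DMSO wells with enzyme and 100% = wells lacking Arfgap1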
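Material – truncated rat Arfgap1 GAP domain · Buffer or medium – HEPES-based buffer, pH 7.5 · Reagent – human ARF1(Δ1-17)-GTP substrate · Dosing – 16.5 µM single point, 1.26% DMSO · Schedule – GTP hydrolysis reaction 2 h at 25 °C · Technique – GDP detection by fluorescence polarization · Benchmarks – No-Arfgap1 wells (100%) versus DMSO full-reaction wells (0%) · Repeats – single replicate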
rCAG binder = molecules binding r(CAG) RNA repeats. 370,000 compounds, 1.3% hits. AID 651821. inhibition, % at 3 µM. r(CAG) RNA repeat, TO-PRO-1 dye displacement fluorescence;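 active means inhibition above the plate cutoff, the mean of all test compounds on that plate plus 3 SD, cut at about 35% in these data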;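 further: 0% = DMSO alone and 100% = 100 µM mitoxantrone as full dye displacement; higher means more dye released from RNA so lower well fluorescence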
Tn6 DDE FP = disrupts Tn6 cyclic peptide binding to fibrin D-Dimer-E complex; Fibrin DD(E) TRITC-Tn6 fluorescence polarization displacement; inhibition, % at 8.3 µM; 370,000 compounds, 0.21% hits;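 active means inhibition above a per-campaign cutoff: mean of compounds within control limits plus 3 SD, cut at about 15% in these data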;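 further: 0% = median of all compound wells on the plate and 100% = blocking peptide control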
FXN GAA850 act = activators of GAA850 frataxin (FXN) promoter. AID 540364. activation, % at 6 µM. 360,000 compounds, 0.56% hits. HEK293 lucGAA850 FXN promoter luciferase reporter, 24 h; percent of 10 µM SAHA response;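 active means activation above the average of all compounds screened plus 3 SD, cutoff fixed separately per campaign, cut at about 7.5% in these data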;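 further: 0% = DMSO wells and 100% = 10 µM SAHA wells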
ASAP1 GAP inh = blocks human ASAP1-stimulated Arf1 GTP hydrolysis | Q9ULH1 | GDP FP detection | inhibition, % at 16.5 µM | 360,000 compounds, 0.19% hits | AID 624377; in the data active means inhibition above about 25%;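 further: 0% = vehicle with enzyme and substrate and 100% = no enzyme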
NPR2 activator = GC-B (human) receptor activation; activation, % at 10 µM; HEK293-GC-B cells, CNP EC30, cGMP TR-FRET; 0% at EC30 CNP, 100% saturating CNP; P20594; 370,000 compounds, 0.11% hits;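 active means activation at 10 µM reaching about 35% in either raw or pattern-adjusted values, limit read from the data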
ADAM10 inh = inhibitors of human ADAM10 | inhibition, % at 7 µM | 370,000 compounds, 0.62% hits | O14672 | AID 720582 | recombinant ADAM10, EDANS/DABCYL FRET peptide cleavage, 3 h;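 active means inhibition above a per-campaign cutoff equal to the mean of compounds falling between control-based bounds plus 3 SD, cut at about 20% in these data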;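 further: 0% = DMSO wells while the 100% control is not disclosed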
HGIII-sPLA2 inh = Blocks human group III sPLA2 activity | 370,000 compounds, 0.56% hits | QFRET BODIPY PC-A2 liposome hydrolysis, fluorescence | Q9NZ20 | AID 743126 | inhibition, % at 12.2 µM;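 active means inhibition above mean plus 3 SD of compounds lying within the high and low control bounds, cut at about 19% in these data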;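 further: 0% = median of test compound wells and 100% = no enzyme DMSO wells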
proKLK7 act = activators of human kallikrein-7 zymogen; P49862; purified proKLK7, EDANS-DABCYL substrate fluorescence; 100% is mature enzyme control, 0% vehicle; activation, % at 7 µM; 370,000 compounds, 0.9% hits;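 active means activation above the mean of all tested compounds plus 3 SD, computed per campaign excluding outliers beyond control limits, cut at about 13% in these data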
NPR1 activator = GC-A (human) enzyme activation; P16066; HEK293 GC-A cells, cGMP TR-FRET, EC30 ANP; 0% at EC30 ANP, 100% saturating ANP; activation, % at 10 µM; 370,000 compounds, 0.14% hits; in the data active means activation above about 40%
Target sequence (P16066 whole entry, looked up): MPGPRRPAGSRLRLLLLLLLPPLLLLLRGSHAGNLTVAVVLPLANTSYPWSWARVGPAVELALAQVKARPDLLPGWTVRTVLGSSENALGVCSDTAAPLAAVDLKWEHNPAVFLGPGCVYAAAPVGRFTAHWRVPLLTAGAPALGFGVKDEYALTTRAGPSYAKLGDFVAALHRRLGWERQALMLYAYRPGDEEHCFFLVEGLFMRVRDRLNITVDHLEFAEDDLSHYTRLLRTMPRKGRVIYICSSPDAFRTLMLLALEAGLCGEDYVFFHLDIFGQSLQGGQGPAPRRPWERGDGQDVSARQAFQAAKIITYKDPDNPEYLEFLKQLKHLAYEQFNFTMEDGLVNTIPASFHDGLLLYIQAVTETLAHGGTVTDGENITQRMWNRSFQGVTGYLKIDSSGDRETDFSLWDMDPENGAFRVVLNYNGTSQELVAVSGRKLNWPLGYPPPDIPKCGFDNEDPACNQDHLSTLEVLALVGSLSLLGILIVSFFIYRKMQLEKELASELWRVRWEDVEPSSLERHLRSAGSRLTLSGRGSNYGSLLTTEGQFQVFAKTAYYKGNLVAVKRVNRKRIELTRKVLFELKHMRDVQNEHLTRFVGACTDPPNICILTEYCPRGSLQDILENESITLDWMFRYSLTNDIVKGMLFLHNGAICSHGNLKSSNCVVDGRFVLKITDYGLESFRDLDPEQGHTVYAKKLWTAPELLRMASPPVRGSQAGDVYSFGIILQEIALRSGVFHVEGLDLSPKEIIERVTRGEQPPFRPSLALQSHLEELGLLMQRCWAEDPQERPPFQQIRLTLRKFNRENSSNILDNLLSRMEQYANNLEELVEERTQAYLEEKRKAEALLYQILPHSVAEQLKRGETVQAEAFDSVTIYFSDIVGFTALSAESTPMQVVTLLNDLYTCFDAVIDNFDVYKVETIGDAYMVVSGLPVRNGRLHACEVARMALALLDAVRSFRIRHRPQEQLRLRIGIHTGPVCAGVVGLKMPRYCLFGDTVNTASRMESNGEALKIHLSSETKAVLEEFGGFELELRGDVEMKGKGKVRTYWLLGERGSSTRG
Numbers without * were called inactive; nt = not tested or not shown.

SMILES | ARFGAP1 inhibitor | rCAG binder | Tn6 DDE FP | FXN GAA850 act | ASAP1 GAP inh | NPR2 activator | ADAM10 inh | HGIII-sPLA2 inh | proKLK7 act | NPR1 activator
Cc1ccc2nsnc2c1S(=O)(=O)N(Cc1ccco1)Cc1cc2ccc(C)c(C)c2[nH]c1=O | -2 | 0 | -1 | -2.8 | 3 | 3 | -8 | 7 | 0.1 | -3
CN1C(C(=O)NCCc2cccs2)CC2Cn3c(nc4cc(Cl)c(Cl)cc43)C21 (stereo not drawn) | -1 | -4 | -1 | -1.2 | -1 | 2 | -4 | 6 | 0.1 | -2
Cc1cccc(NC(=O)COC(=O)CNC(=O)C2CCCCC2)c1 | -4 | -4 | -8 | 0.1 | 13 | -1 | -5 | -3 | -0.1 | -7
O=C(Nc1ccc(NC(=O)c2cccs2)cc1)c1ccc2ccccc2c1 | -2 | 3 | 4 | 0.4 | -13 | -3 | 7 | -5 | -0.3 | -1
CC1(Oc2ccc(Cl)cc2)CCN(Cc2cccn2-c2nccs2)C1 (stereo not drawn) | 7 | -1 | 5 | 0.7 | 4 | -9 | -5 | 7 | -0.1 | -13
C[C@H]1CN(C(=O)OC(C)(C)C)CCN1c1ccc(N2CCS(=O)(=O)CC2)c(C#N)c1 | 1 | 3 | 3 | nt | 6 | 0 | -46 | 10 | 0.9 | 0
O=C(N/N=C/c1ccc(-c2ccccc2[N+](=O)[O-])o1)c1cncc(Br)c1 | 7 | 7 | -3 | 0.9 | 3 | -5 | 1 | -3 | 0.5 | -2
O=C(NCCCN1CCCC1=O)c1cc(-c2ccc3c(c2)OCO3)nc2ccccc12 | 11 | -1 | 8 | -0.3 | 7 | 7 | -10 | -3 | -0.5 | 7
CN1CCN(C=Nc2nc3ccccc3nc2N2CCCC2)CC1 | -2 | -5 | 3 | 0.8 | -9 | -7 | -30 | -2 | 0.1 | 4
CC(C)c1ccccc1NC(=O)COC(=O)COc1ccccc1[N+](=O)[O-] | 7 | -3 | 2 | 0.0 | -9 | -9 | 1 | 4 | 0.0 | 0
Cc1nc2ccccc2n1-c1nc(-c2ccco2)cc(C(F)(F)F)n1 | -5 | 2 | 18* | -0.7 | 13 | -2 | -1 | 4 | 0.5 | 2
Cn1c(CN2CCCC2)nc2cc(NC(=O)c3ccco3)ccc21 | 9 | 8 | 1 | 2.6 | 7 | -1 | -20 | -7 | -0.8 | 7

Reprinted at random: 3 compounds from above, in no set order.
SMILES | ARFGAP1 inhibitor | rCAG binder | Tn6 DDE FP | FXN GAA850 act | ASAP1 GAP inh | NPR2 activator | ADAM10 inh | HGIII-sPLA2 inh | proKLK7 act | NPR1 activator
Cn1c(CN2CCCC2)nc2cc(NC(=O)c3ccco3)ccc21 | 9 | 8 | 1 | 2.6 | 7 | -1 | -20 | -7 | -0.8 | 7
O=C(N/N=C/c1ccc(-c2ccccc2[N+](=O)[O-])o1)c1cncc(Br)c1 | 7 | 7 | -3 | 0.9 | 3 | -5 | 1 | -3 | 0.5 | -2
CN1CCN(C=Nc2nc3ccccc3nc2N2CCCC2)CC1 | -2 | -5 | 3 | 0.8 | -9 | -7 | -30 | -2 | 0.1 | 4

New compounds follow
SMILES | ARFGAP1 inhibitor | rCAG binder | Tn6 DDE FP | FXN GAA850 act | ASAP1 GAP inh | NPR2 activator | ADAM10 inh | HGIII-sPLA2 inh | proKLK7 act | NPR1 activator
Cc1cc2c(cc1C)CSC(c1c(O)ccc3ccccc13)SC2 | 19 | 12 | -6 | 0.7 | 17 | 9 | -4 | -11 | 0.1 | -1
COc1ccccc1Nc1cc(C)nc2c(C)cccc12 | -3 | 3 | -1 | -2.0 | -2 | 2 | -17 | 15 | -0.5 | 5
COc1ccc(CCN(C)Cc2c(O)ccc3cc(Br)ccc23)cc1OC | 3 | 19 | -16 | -0.2 | 6 | -16 | 9 | -48 | -1.6 | -35
CCCCN(C(=O)c1ccc(S(=O)(=O)N(C)C)cc1)c1ccccc1 | 2 | -4 | -7 | 1.2 | 9 | 2 | -10 | -1 | -0.2 | 0
CCOC(=O)c1c(S(=O)(=O)NCCc2cccs2)c(C)n(C)c1C | -11 | -3 | 5 | 0.7 | -15 | 3 | 15 | 5 | 0.6 | -1
O=C(Nc1ccc(S(=O)(=O)N2CCCC2)cc1)c1cc(=O)c2ccccc2o1 | 2 | 2 | -4 | 2.1 | 5 | -3 | 3 | -2 | 0.2 | -7
COc1ccc(C=O)cc1CN1CCCN(Cc2ccc(Cl)cc2)S1(=O)=O | 6 | 0 | 2 | -1.0 | 19 | 0 | 1 | 3 | 0.4 | -1
O=C(CCN1CCC(c2ccc(Cl)s2)=N1)c1ccc(Cl)s1 | 0 | 0 | 0 | -0.1 | 5 | -2 | 5 | -6 | -0.1 | 1
CN1CCc2c(sc3nc(SCC(=O)NCc4ccco4)n(-c4ccccc4)c(=O)c23)C1 | 8 | 6 | 0 | 1.0 | 5 | 2 | -327 | 0 | -3.5 | 11
COc1ccc(C(C)=O)cc1CSc1ccccn1 | 14 | -3 | 3 | 1.1 | -4 | 1 | 4 | 0 | -0.3 | 6
O=[N+]([O-])c1ccccc1CNc1ccc(F)c(Cl)c1 | -13 | 4 | 2 | 2.3 | 9 | -2 | 7 | 3 | 0.4 | -6
COC(=O)[C@]12C[C@H](CC(=O)NCc3ccc(OC)c(OC)c3)C(=O)N(Cc3ccco3)C1=C[C@H](COCc1ccccc1)O[C@@H]2C | nt | 7 | -3 | nt | nt | 5 | -6 | -7 | 0.3 | 3
O=C(NCc1cccnc1)c1ccc(Cn2cc(C(F)(F)F)ccc2=O)cc1 | 1 | -2 | -3 | 2.0 | 7 | 2 | 2 | -4 | 0.3 | 1
COc1ccc(NC(=O)C2C(c3ccc4c(c3)OCO4)=Nc3ccccc3N2C(=O)c2cccc(C(F)(F)F)c2)cc1 (stereo not drawn) | 4 | 12 | -14 | nt | -2 | -2 | 6 | -2 | -13 | 1
CCCCn1nc2cc(C(=O)NCc3ccc(C(F)(F)F)cc3C(F)(F)F)ccc2c1OCC | -3 | 0 | 10 | 1.4 | -1 | 3 | -43 | 0 | 0.3 | 6
COc1ccccc1-c1nc2cc3ccccc3cc2nc1-c1ccccc1 | -3 | 4 | 2 | 0.1 | 2 | -8 | -4 | -5 | -7.8 | -4
Cc1cccc(C)c1NC(=O)C1NC(=O)CC1c1ccccc1 (stereo not drawn) | 3 | -1 | -7 | -1.2 | 8 | 3 | -16 | 5 | 0.5 | 2
CCOc1ccc(CSC(=N)N)cc1[N+](=O)[O-] | 1 | 0 | -4 | 7.1 | -6 | -5 | -2 | 22* | 0.0 | 0
COC(=O)C1=C(C(=O)c2ccc(C)cc2)C(c2ccc(OC)c(OC)c2)n2nnnc2N1 (stereo not drawn) | 9 | 10 | 1 | -1.1 | -4 | 0 | 9 | -2 | 0.2 | 0
COc1ccc(CCN2C(=NC(=O)CCC(=O)O)SC3CS(=O)(=O)CC32)cc1OC (stereo not drawn) | 6 | 1 | 2 | 3.4 | -9 | 0 | -20 | 3 | 0.3 | 2
O=[N+]([O-])c1ccc(NN=C(c2ccccc2)c2ccccc2)nc1 | -1 | 1 | 5 | 0.3 | 0 | -5 | -3 | 4 | 0.1 | -9
c1ccc(NCCc2ccccn2)cc1 | -1 | 3 | 1 | 0.9 | -13 | 1 | -2 | 6 | 0.6 | -4
COc1ccc(-c2cc(-c3ccc(OC)c(OC)c3)n[nH]2)c(O)c1 | 31* | 18 | -11 | 1.5 | 38* | -11 | 18 | -50 | -0.2 | 0
Cc1ccc[n+](-c2[nH]c(=O)sc2/C=N/N=C(\[O-])c2cccnc2)c1 | -2 | 1 | 0 | -1.0 | 3 | 1 | -3 | 4 | -0.1 | 6
O=C(CN1CCN(C2CCCCC2)CC1)Nc1ccc(Br)cc1 | 2 | -5 | -2 | 1.2 | 1 | -2 | 12 | -2 | -0.7 | -8
C#Cc1ccc([C@H]2C=C(C(=O)N3CCN(Cc4ccc5c(c4)OCO5)CC3)O[C@@H](OCC)[C@@H]2CCCO)cc1 | 1 | 5 | -1 | -0.5 | 3 | -8 | 16 | -37 | 0.1 | -7
COc1ccc(C(=O)N(Cc2sccc2C)C2CCS(=O)(=O)C2)cc1 (stereo not drawn) | 3 | -1 | -1 | 3.2 | -14 | -7 | 0 | 1 | 0.1 | -10
CCOc1cc(NS(=O)(=O)c2ccc(OC)cc2)c(OCC)cc1NC(C)=O | -1 | -1 | -3 | -0.5 | 14 | -1 | -4 | 0 | -0.2 | -3
Cc1ccc(-c2cc(Cc3ccccn3)c(=O)[nH]n2)cc1 | 9 | 1 | 5 | 1.2 | -3 | 2 | 4 | -8 | 0.1 | 10
COc1ccc(S(=O)(=O)N2CCCC(C(=O)N3CCN(C)CC3)C2)cc1C (stereo not drawn) | -21 | -9 | 4 | -0.4 | 10 | 9 | 0 | 10 | -0.4 | 2
CC(=O)OCC1=C(C(=O)OC(C)(C)C)N2C(=O)[C@@H](NC(=O)Cc3ccccc3)[C@H]2SC1 | -1 | 7 | 5 | 1.7 | 1 | 0 | -9 | 0 | 1.0 | -2
O=C(NCc1ccc(Cl)cc1)c1n[nH]c([N+](=O)[O-])c1Cl | 6 | 12 | -12 | 0.4 | 24 | 3 | 3 | -13 | 0.0 | 1
COc1ccc(/C=C(/NC(=O)c2cccs2)C(=O)NC(C)(C)C)cc1OC | 4 | -2 | 3 | -0.2 | 9 | 1 | 2 | -1 | 0.1 | 0
CCc1ccc(CNC(=O)CCc2cn(C)c3ccccc23)cc1 | 5 | -4 | 3 | -1.9 | 7 | -3 | -6 | 15 | 1.1 | -2
CCC(=O)Nc1nc2ccc3nc(C)sc3c2s1 | -4 | 3 | -10 | 2.1 | -3 | -6 | -17 | 7 | -0.3 | 4
CNC(=O)COC(=O)c1ccc(-c2nc3ccccc3s2)s1 | -5 | 0 | 0 | 0.9 | -1 | -6 | -129 | 0 | 1.6 | 3
Cc1cc(=O)[nH]c(SCC(=O)/C=C2\N(C)c3ccccc3C2(C)C)n1 | 8 | -2 | 9 | -1.2 | -6 | -2 | -6 | -10 | 0.8 | -6
CCN(c1ccccc1)S(=O)(=O)c1ccc(OC)c(NC(=O)c2ccc(=O)[nH]c2)c1 | 7 | 6 | 13 | 1.1 | 7 | -4 | -12 | -8 | -0.8 | -10
CCOCCCNCc1cc(Br)ccc1OCC | 7 | 3 | 4 | -0.1 | 11 | -15 | 1 | 0 | -0.2 | -20
CCOc1cc(CCNC(=O)c2cc3sccc3n2CC)ccc1OC | nt | 0 | 3 | nt | nt | 2 | 3 | -5 | -0.1 | 0
CN(C)c1ccc(CNC(=O)C2(C)Cc3c(-c4ccccc4)ccnc3O2)cc1 (stereo not drawn) | -7 | 3 | 3 | -0.7 | -3 | -8 | -3 | 8 | 0.1 | -3
Cc1cccc(NC(=O)C(NS(=O)(=O)c2ccc3c(c2)CCC(=O)N3)c2ccccc2)n1 (stereo not drawn) | -6 | 1 | 4 | -1.8 | 0 | -1 | 1 | -7 | 0.3 | 1
Cc1cccc(NC(=O)CNC(=O)CN2CCN(C)CC2)c1C | -16 | 3 | 0 | 0.3 | -1 | -2 | -8 | 10 | -0.3 | 1

Compound activity from PubChem.
